Polio RdRp inh = inhibitors of poliovirus RNA polymerase binding and polymerization. AID 588519. P03300. % elongation, % (compound at 16.7 µg/mL). 150,000 tested, 0.66% active. poliovirus polymerase elongation, fluorescence polarization; active compounds read low; in the data active = % elongation below about 90%; also: some results filed as inactive read as strong as hits
Target sequence (P03300 1749-2209 limits assumed): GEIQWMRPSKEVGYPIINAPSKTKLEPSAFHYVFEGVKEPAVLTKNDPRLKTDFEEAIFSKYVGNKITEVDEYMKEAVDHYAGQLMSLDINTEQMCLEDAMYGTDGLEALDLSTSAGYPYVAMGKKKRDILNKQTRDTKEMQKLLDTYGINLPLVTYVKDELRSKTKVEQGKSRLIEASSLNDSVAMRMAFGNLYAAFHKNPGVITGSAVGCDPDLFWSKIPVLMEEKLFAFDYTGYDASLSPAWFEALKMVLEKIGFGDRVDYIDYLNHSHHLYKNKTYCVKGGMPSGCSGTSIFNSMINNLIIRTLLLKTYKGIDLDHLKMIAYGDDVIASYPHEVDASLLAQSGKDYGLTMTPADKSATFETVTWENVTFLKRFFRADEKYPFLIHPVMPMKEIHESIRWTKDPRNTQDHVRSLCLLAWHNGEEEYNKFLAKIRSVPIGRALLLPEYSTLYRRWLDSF
Polio RdRp inh FP z-score = further read-out of Polio RdRp inh, marked with its call; z-score; measured here: FP z-score; hits read low
* hit, by the source's call; & = joins results of further samples. Only part of the results is shown (hit frequency here may not be typical).

mol,Polio RdRp inh,Polio RdRp inh FP z-score
O=C1NC(c2cccs2)Nc2c1sc(=S)n2-c1ccccc1 (stereo unspecified),105,0.4
CCCN1CCC(NC(=O)Nc2cc(Cl)ccc2OC)CC1,100,0.1
CCc1ccc(N(CC(=O)NC2CCCC2)S(=O)(=O)c2c(C)noc2C)cc1,102,0
O=C(Nc1c2c(nc3ccccc13)CCCC2)c1ccccc1Cl,102,0.1
COc1ccc(OCC(O)Cn2c(C(C)C)nc3ccccc32)cc1 (stereo unspecified),100,-0.5
CCN=c1scc(-c2ccc3c(c2)NC(=O)CO3)n1/N=C/c1cccs1,98,-0.6
CN(Cc1ccccc1)C(=O)c1cnn(-c2ccccc2)c1-n1cccc1,104,0.5
CCCCCN1COc2ccc3c4c(c(=O)oc3c2C1)CCC4,103,0.2
Cc1ccc(-n2ncc3c(=O)[nH]c(SCc4ccccc4)nc32)cc1,105,1.4
CC1CCCCN1C(=O)c1ccco1 (stereo unspecified),107,0.2
CC1CCc2c(sc3nc(CN4CCOCC4)nc(Sc4nccn4C)c23)C1 (stereo unspecified),103,0
CC(C)(C)c1cc(C(F)(F)F)nc(SCCCNC(=O)c2ccco2)n1,101,0
O=C(CS(=O)(=O)c1cn(CC(=O)N2CCCC2)c2ccccc12)NCc1ccccc1,99,-0.6
O=C1CC(c2nc3ccccc3[nH]2)CN1c1cccc(C(F)(F)F)c1 (stereo unspecified),106,0.4
O=C(COC(=O)c1ccccc1SCC(=O)N1CCCC1)NCc1ccco1,101,0
O=C(Nc1ccc(F)cc1)C1CCN(c2nc3ccccc3n3cccc23)CC1,111,0.8
CCC1CCCCN1C(=O)CSc1nnc(-c2cccs2)o1 (stereo unspecified),105,0.7
COC(=O)c1ccc(NC(=O)C(=O)NCC(c2cccnc2)N2CCN(c3ccccc3)CC2)cc1 (stereo unspecified),101,-0.2
C=C1N(c2cccc(Cl)c2)C(=O)OC1(C)C,102,0.3
O=C(COC(=O)c1c[nH]c(=O)[nH]c1=O)NCc1ccccc1,104,0
CCOc1ccc(CCNC(=O)c2cccnc2N2CCCC2)cc1OCC,99,-1
Cc1[nH]c2ccccc2c1C(=O)CSc1ccccn1,104,-0.1
S=c1nn[nH]n1C1CCCC1,101,-0.2
CCCCNc1nc2cccnc2s1,104,0.4
O=C(CSc1nc2ccccc2s1)c1ccc2c(c1)OCO2,104,0.2
COc1ccc(NCC(=O)n2c3ccccc3c3ccccc32)cc1,104,0.6
Cc1ccc(C(=O)Nc2ccc3c(c2)N(C)C(=O)c2ccccc2S3)cc1,113,1.1
COC(=O)CCCN,102,-0.2
O=C(COC(=O)Cc1c[nH]c2ccccc12)Nc1ccc(Cl)cc1F,104,1
Cc1nn(C(=O)CCCC(=O)O)c2ccccc12,103,0.8

Quoted at random: 2 records from the list, in no set order.
mol,Polio RdRp inh,Polio RdRp inh FP z-score
CC1CCCCN1C(=O)c1ccco1 (stereo unspecified),107,0.2
CCCCNc1nc2cccnc2s1,104,0.4

Other structures follow.
mol,Polio RdRp inh,Polio RdRp inh FP z-score
CC(C)Oc1ccc(C(=O)N(Cc2ccco2)Cc2cccs2)cc1,107,0
Cn1c(CO)nc2cc(Cl)ccc21,100,-0.5
CC(=C1C(=O)c2ccccc2C1=O)N1CCN(c2ccccn2)CC1,99,-0.6
CC(C)(C)C1CCc2c(sc(NC(=O)Cn3nnc(-c4ccccc4F)n3)c2C#N)C1 (stereo unspecified),100,-0.6
O=C(NCCN1CCNC1=O)c1ccc2nccnc2c1,101,-0.4
Cc1cc(C)c(NC(=O)CSc2nc(C)cc(C)c2C#N)c(C)c1,102,-0.8
O=S(=O)(Nc1ccc(O)c(Sc2ncn[nH]2)c1)c1ccccc1,100,-0.2
CC(C)OC(=O)c1c(F)c(F)c(F)c(F)c1F,101,0.3
O=C(Cc1cccs1)NCC(c1ccco1)N1CCCCC1 (stereo unspecified),110,0.7
O=C(CSc1ncn[nH]1)Nc1ccc(N2CCOCC2)cc1,101,-0.5
CCC(c1nnc(SCC(=O)Nc2cc(C)on2)o1)N(C)C (stereo unspecified),98,-0.5
CCCc1ccno1,96,-0.7
CNC(=O)c1cnc2sc(N3CCCC3)nn2c1=O,100,-0.1
O=c1c2cccnc2n(Cc2ccccc2F)c(=O)n1Cc1ccccc1Cl,105,0.2
COc1cc(Nc2ncc3c(n2)CCN(Cc2ccc(OC(C)C)c(OC)c2)C3)cc(OC)c1,100,-0.9
CCOc1ccc(OCCOn2nnc3ccccc32)cc1,101,-0.2
FC(F)(F)Oc1ccc(-c2nnc(-c3ccccc3Cl)o2)cc1,100,-0.3
N#CSc1cnc(NC2CCCCC2)s1,94,-1.4
CC(C)CN(CC(C)C)C(=O)COc1ccccc1C(N)=O,104,-0.2
COc1ccc(CCNC(=S)NC(=O)c2ccc(Cl)cc2Cl)cc1OC,103,0.2
CCc1ccccc1NC(=O)C1CCN(S(=O)(=O)c2cc(OC)ccc2OC)CC1,105,1.2
COc1ccc2sc(N(CCN(C)C)C(=O)Cc3ccccc3)nc2c1,99,-0.7
Cc1cc(C)n(N)c(=O)c1C#N,100,-0.1
CCCN1c2ccccc2S(=O)(=O)c2ccccc21,101,0.2
Cc1ccc(-n2cnc3cc(C(=O)NC4CCCCCC4)ccc32)cc1Cl,105,-0.5
CCOc1ccc(OCCCN2CCN(C)CC2)cc1,101,0.2
Cc1ccc(Cl)cc1NC(=O)Nc1c(C)n(C)n(-c2ccccc2)c1=O,108,-0.2
CCOC(=O)c1c(NC(=O)c2nc(SCC)ncc2Cl)sc2c1CCCC2,118,0.2
Cc1cc2c(cc1NC(=O)c1ccccc1C)n(C)c(=O)c(=O)n2C,99,-1.7
Cc1ccc(Cn2c(CNC(=O)Cc3cccc(C)c3)nc3cccnc32)cc1,116,1.9

5 compounds already listed, arranged by formula weight, rising.
mol,Polio RdRp inh,Polio RdRp inh FP z-score
CC(C)OC(=O)c1c(F)c(F)c(F)c(F)c1F,101,0.3
Cc1cc2c(cc1NC(=O)c1ccccc1C)n(C)c(=O)c(=O)n2C,99,-1.7
Cc1cc(C)c(NC(=O)CSc2nc(C)cc(C)c2C#N)c(C)c1,102,-0.8
CCc1ccccc1NC(=O)C1CCN(S(=O)(=O)c2cc(OC)ccc2OC)CC1,105,1.2
COc1cc(Nc2ncc3c(n2)CCN(Cc2ccc(OC(C)C)c(OC)c2)C3)cc(OC)c1,100,-0.9

Other results follow.
mol,Polio RdRp inh,Polio RdRp inh FP z-score
CC(=O)N(c1ccc(N(C(C)=O)S(=O)(=O)c2cccs2)cc1)S(=O)(=O)c1cccs1,103,0.2
COCCN1Cc2cccc(C(=O)Nc3ccc4nc(-c5cccnc5)[nH]c4c3)c2C1=O,100,-0.3
COc1cccc(-c2csc(-c3c(N)c(C(=O)c4ccccc4)n4ccccc34)n2)c1,107,0
CCCC(=O)N=C1SC2CS(=O)(=O)CC2N1Cc1ccccc1 (stereo unspecified),100,-0.1
Cc1ccc(NC(=O)Cn2c(=O)n(Cc3nc(C)no3)c(=O)c3cc4c(cc32)OCO4)c(Cl)c1,104,-0.8
O=C(NCc1ccccc1Cl)c1ccccc1,97,-0.5
CC1C=CCC2C(=O)N(c3ccc(OC(=O)c4ccco4)cc3)C(=O)C12 (stereo unspecified),102,0.2
Cc1cccc(NC(=O)c2cc3c([nH]c2=O)CC(c2ccccc2)CC3=O)c1 (stereo unspecified),99,-0.9
Cc1nnc(NC(=O)CCCN2C(=O)/C(=C/c3cccs3)SC2=S)s1,103,0.3
OC1(c2ccccc2)CN2CCC1CC2 (stereo unspecified),101,0
COc1cc(OC)c(NC(=O)Cc2noc3ccc(C)cc23)cc1Cl,103,-0.3
Oc1c(C2=NCCNC(C(F)(F)F)=C2)ccc2ccccc12,102,0.3
Cc1nn(-c2ccccc2)c2sc(C(=O)N(Cc3ccco3)C(C)C(=O)NC3CCCCC3)cc12 (stereo unspecified),100,-0.4
O=C(COC(=O)c1ccc(Br)o1)NC12CC3CC(CC(C3)C1)C2,99,-0.7
COc1ccc(CCNC(=O)CNCC2CCCO2)cc1OC (stereo unspecified),100,-0.7
COC(=O)c1cc(NC(=O)COc2ccc3c(c2)OCO3)cc(C(=O)OC)c1,104,0.1
CCOC(=O)C(C)Sc1ccc2nnc(CCNS(=O)(=O)c3ccccc3)n2n1 (stereo unspecified),108,0.3
N#CC(C#N)=C(Nc1ccc(Br)cc1)SCc1ccc(F)cc1,95,-0.5
O=C(Cc1ccc(S(=O)(=O)N2CCCCC2)cc1)Nc1cccnc1,108,1.1
COc1ccc(Cn2c(CCC(=O)Nc3cc(OC)c(OC)c(OC)c3)nc3cccnc32)cc1,103,-0.3
CCc1cc(-c2[nH]ncc2-c2ccc(OC)cc2)c(O)cc1OC,102,0.4
Nc1c(C(=O)Nc2cccc(Cl)c2)sc2nc3c(cc12)CN(Cc1ccccc1)CC3,109,0.6
O=C(O)c1ccc(NC(=O)C2C3C=CC(C3)C2C(=O)O)cc1 (stereo unspecified),100,-0.2
COc1ccc(Nc2nnc(-c3ccc(C)c(S(=O)(=O)NCc4nc5ccccc5[nH]4)c3)c3ccccc23)cc1,107,0.6
CC(C)(C)NC(=O)Nc1c2ccccc2nc(=O)n1Cc1ccccc1,104,0.2
Cc1ccccc1Nc1c(-c2ccc(N3CCOCC3)cc2)nc2ccc(Cl)cn12,114,1.5
O=C(COC(=O)c1cc(Cl)nc(Cl)c1)NC(c1ccccc1)c1ccccc1,105,1.8
CNCCC=C1c2ccccc2CCc2ccccc21,98&99,-0.5&-0.4
CC(C)CCN=CC1=C(O)CC(c2ccccc2)CC1=O (stereo unspecified),99,-0.5
COc1ccc(N2CCN(C(CNS(=O)(=O)c3cccs3)c3cccnc3)CC2)cc1 (stereo unspecified),99,-0.5
O=C(CC(NCCN1CCOCC1)C(=O)O)Nc1ccc2ccccc2c1 (stereo unspecified),102,0.1
COc1ccc(-c2nc3scc(CCNS(=O)(=O)c4cc(F)ccc4OC)n3n2)cc1OC,103,-0.9
CCN(c1cccc(C)c1)S(=O)(=O)c1c(C)nc2sc(C)cn2c1=O,101,-0.6
O=C(COc1cccc(-n2cnnn2)c1)NCC1CCCCC1,103,0
Cc1ccc(C(=O)N/C(=C/c2ccc3c(c2)OCO3)C(=O)O)cc1,99,-0.8
CCOC(=O)CCSc1nc(C)c2ccccc2n1,98,-0.5
CCOC(=O)Cn1cnc2sc(C(=O)OCC)c(C)c2c1=O,102,0.2
CN1CCc2c(sc3c2C(=O)NC(c2ccc(OC(=O)c4ccc(Cl)cc4)cc2)N3)C1 (stereo unspecified),86,-3.1
COC(C(=O)Nc1ccc(Cl)cn1)c1ccccc1 (stereo unspecified),107,0.6
O=C1Cc2ccccc2C(=O)N1Cc1ccco1,76*,-3.8*
O=CN1CCN(Cc2cccc(Cl)c2)CC1,100,0
CCOC(=O)c1c(C)oc(-c2ccccc2)c1S(=O)(=O)N1CCN(c2ncc(C(F)(F)F)cc2Cl)CC1,103,0.4
COc1ccc(C2=NN(CCC(=O)NCc3ccccc3)C(=O)CC2)cc1,100,-0.3
CCc1ccccc1NC(=O)CCSc1nc2n[nH]c(C)c2c(=N)n1-c1cccc(Cl)c1,102,0.1
CCOc1ccc(-c2cn3nc(CC(C)C)sc3n2)cc1,102,-1
CC1=C(C(=O)Nc2cccc(C(F)(F)F)c2)C2(CCCCCC2)OC1=O,109,0.7
CCOc1ccc2[nH]c(=O)c(CN(C(C)=O)C3CCCC3)cc2c1,103,0.6
CSc1nnc2c(n1)OC(C(=O)c1ccccc1)Nc1ccccc1-2 (stereo unspecified),99,-0.6
COc1cccc(CSc2nc3nccnc3c(=O)n2CCc2ccccc2)c1,103,0
CCCc1cc(N2CCN(C(=O)c3ccco3)CC2)n2c(nc3ccccc32)c1C#N,101,-0.2
CCOc1ccccc1C(=O)NC(C(=O)O)C(C)C (stereo unspecified),103,0.6
CN1CCN(CCCNc2c(N)c(=O)oc3ccccc23)CC1,102,0
Cc1nn(-c2ccccc2)c(OC(=O)C(C)C)c1Sc1ccccc1,106,0.4
O/N=C/c1ccc(Cl)cc1,100,-0.4
Cc1ccc(Nc2nc3ccccc3n3c(N)nnc23)cc1C,100,-0.3
CCN1CCOC(=O)C1CC(=O)Nc1cccc(OC)c1 (stereo unspecified),110,1.5
C=CCn1c(-c2ccc(OC)cc2)nc2ccccc21,103,0.5
Cc1ccc(N2C(=O)CSC23C(=O)N(CC(=O)NCc2ccccc2)c2ccccc23)cc1C (stereo unspecified),104,0
COc1ccc(CCNC(=O)c2cc(C)on2)cc1OC,102,0.1
N#CCSc1nc2c(sc3ccccc32)c(=O)n1C1CCCCC1,102,0
Cc1ccc2nc(NC(=O)C(NC(=O)c3ccccc3)C(C)C)sc2c1 (stereo unspecified),101,-0.2
Cc1ccc(S(=O)(=O)NCCSc2nnnn2C)cc1,99,-0.4

Bioassay records (PubChem BioAssay)
